TRPC4 inh – inhibitors of mouse TRPC4 channel, primary screen, Fluo4 calcium, HEK293 TRPC4beta/mu-opioid cells | Short transient receptor potential channel 4 (Mus musculus), Q9QUQ5 | DAMGO-evoked Fluo4 calcium flux; stronger effect = lower value | B-score at 10 µM | hit rate 0.39% among 300,000;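 active = B-score over 3 SD under the library average, no early fluorescence shift, positive overall ratio signal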
Target sequence (Q9QUQ5 whole entry, looked up): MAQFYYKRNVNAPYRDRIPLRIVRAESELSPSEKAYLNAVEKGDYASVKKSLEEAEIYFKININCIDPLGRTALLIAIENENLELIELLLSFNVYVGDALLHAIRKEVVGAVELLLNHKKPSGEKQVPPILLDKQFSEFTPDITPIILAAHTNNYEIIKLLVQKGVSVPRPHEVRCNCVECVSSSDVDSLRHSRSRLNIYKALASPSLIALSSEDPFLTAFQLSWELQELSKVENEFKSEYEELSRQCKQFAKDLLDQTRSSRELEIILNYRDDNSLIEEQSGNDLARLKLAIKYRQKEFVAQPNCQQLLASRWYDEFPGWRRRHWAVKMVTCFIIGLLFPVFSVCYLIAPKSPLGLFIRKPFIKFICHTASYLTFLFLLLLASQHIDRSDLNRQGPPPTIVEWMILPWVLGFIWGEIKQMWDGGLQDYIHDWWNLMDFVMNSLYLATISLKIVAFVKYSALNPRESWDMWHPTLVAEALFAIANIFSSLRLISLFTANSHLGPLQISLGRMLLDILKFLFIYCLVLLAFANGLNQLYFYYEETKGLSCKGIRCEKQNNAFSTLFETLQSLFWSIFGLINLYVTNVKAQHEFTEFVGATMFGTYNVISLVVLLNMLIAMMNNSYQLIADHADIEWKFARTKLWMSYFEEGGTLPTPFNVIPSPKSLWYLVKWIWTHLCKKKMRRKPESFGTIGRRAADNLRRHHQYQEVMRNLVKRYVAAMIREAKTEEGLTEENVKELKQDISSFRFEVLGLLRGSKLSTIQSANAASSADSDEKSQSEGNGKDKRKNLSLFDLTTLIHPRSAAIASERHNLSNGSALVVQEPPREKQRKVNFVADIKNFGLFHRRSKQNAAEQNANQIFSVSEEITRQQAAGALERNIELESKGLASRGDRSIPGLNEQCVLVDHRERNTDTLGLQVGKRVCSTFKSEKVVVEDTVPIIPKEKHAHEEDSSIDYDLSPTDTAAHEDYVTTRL
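Assay system: TRPC4beta/mu-opioid receptor HEK293 cell line; compound dosing: single concentration per test compound; detection: Fluo4 Ca2+ flux fluorescence; evaluation: per-well B score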
TRPC6 act – mouse TRPC6 channel activators, primary screen, cell-based, HEK293, membrane potential dye | B-score at 10 µM | HEK293-TRPC6 membrane potential dye fluorescence; stronger effect = higher value | hit rate 0.13% among 310,000 | Short transient receptor potential channel 6 (Mus musculus), Q61143;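 active = B-score of the integrated fluorescence ratio above library mean plus 3 SD, and starting fluorescence ratio within library mean plus 5 SD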;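 note: higher score means more depolarization so channel activation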
MrgX1 ag – agonists of human MrgX1 receptor, primary screen, HEK293 cells, Fluo-4 calcium flux; Mas-related G-protein coupled receptor member X1 (Homo sapiens), Q96LB2; Fluo-4 calcium fluorescence, agonist mode; stronger effect = higher value; B-score at 10 µM; hit rate 0.44% among 310,000;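 active = calcium response B-score plate-corrected fluorescence ratio at least 3 library SD, with starting fluorescence B-score inside 5 SD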
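Assay system: stable human MrgX1 HEK293 cell line. Quantity: 15,000 cells per well. Schedule: cells plated overnight, dye loaded 0.5 h 37 °C, 0.5 h room temperature. Detection: Fluo-4 NW calcium-flux fluorescence, kinetic read. Read-out basis: peak-minus-minimum fluorescence over baseline, converted to B scores. Control set: positive and negative control wells on each plate.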
MrgX1 allo act – positive allosteric modulators of MrgX1, primary screen, HEK293 cells, Fluo-4 calcium flux. Mas-related G-protein coupled receptor member X1 (Homo sapiens), Q96LB2. FDSS; stronger effect = higher value. B-score at 10 µM. hit rate 0.63% among 310,000. AID 588675, 2011;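 active = plate-corrected calcium response at least 3 library SD above typical, normal starting fluorescence, not activating the receptor alone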;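 note: compound read alongside a low EC10 to EC30 dose of BAM8-22 agonist; peak minus trough fluorescence over baseline measured at the second addition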
RGS4 act – RGS4 potentiators or activators, primary screen, cell-based, HEK293 M3R inducible RGS4, calcium flux | carbachol calcium flux Fluo4; stronger effect = lower value | B-score at 10 µM | hit rate 0.92% among 310,000 | AID 463111, 2010;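 active = B-score of the integrated calcium signal more than 4 SD below the library mean, with starting fluorescence not abnormally high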;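 note: negative B-score means reduced calcium response which marks RGS4 activation or potentiation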
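Also added: carbachol at ECmax as muscarinic agonist stimulus; Assay system: HEK293 cells with stable M3R and inducible RGS4; Timing: overnight RGS4 induction, 30 min dye load 37 °C, 20 min compound RT; Measured by: Fluo4-AM (2 µM) calcium-flux fluorescence, kinetic read.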
TRPC6 inh – mouse TRPC6 channel inhibitors, primary screen, cell-based, HEK293, membrane potential dye; hit rate 1.1% among 310,000; B-score at 10 µM; ACh-evoked depolarization; stronger effect = lower value; Short transient receptor potential channel 6 (Mus musculus), Q61143; AID 2553, 2010;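 active = B-score under library mean minus 3 SD, initial fluorescence not abnormally high, positive integrated signal ratio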;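 note: B-score derived from integrated fluorescence ratio over the kinetic read; more negative B-score means stronger inhibition of depolarization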
RGS4 block – RGS4 inhibitors, primary screen, cell-based, HEK293 M3R inducible RGS4, calcium flux; hit rate 0.45% among 310,000; B-score at 10 µM; Fluo-4 calcium flux; stronger effect = higher value; triggered by carbachol at its EC20; Regulator of G-protein signaling 4 (Homo sapiens), P49798; AID 463165, 2010;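 active = B-score, a plate-corrected calcium signal, over three deviations above library mean, with baseline fluorescence within five deviations of library mean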;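 note: RGS4 expression induced by doxycycline in cells with stable M3 receptor; B-score is computed from the integrated fluorescence ratio over baseline after carbachol; higher B-score means a larger calcium signal and so more RGS4 inhibition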
HIF activator – HIF pathway transcriptional activators, primary screen, cell-based, U2OS HRE-luciferase, luminescence | U2OS HRE-luciferase reporter; normalized: DMSO 0%, desferrioxamine 100% | activation, % at 7.5 µM (by protocol) | hit rate 0.32% among 300,000 | AID 1910, 2009;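 active = mean activation of at least 10% of the iron chelator positive control signal, with at least half of replicates also reaching 10%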
SKKanGAS inh – S. pyogenes SKKanGAS growth inhibitors in kanamycin, primary screen, streptokinase expression inhibitor project, SKKanGAS strain, BacTiter-Glo luminescence; 6 h; inhibition, % at 7.5 µM; hit rate 1.3% among 300,000;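 active = mean replicate score, as percent of positive control median, at least 50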;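 note: strain carries kanamycin resistance gene driven by streptokinase promoter and grows in 40 µg/ml kanamycin; loss of luminescence reflects streptokinase promoter inhibition or plain growth inhibition; 0% = median of DMSO wells and 100% = positive control at its reference dose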
Platelet DG rel – inhibitors of platelet dense granule secretion, primary screen, cell-based, MLPCN, human platelets. human platelet-rich plasma, SFLLRN dense granule ATP release, luminescence. inhibition, %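 (compounds screened at 7.5 µM in platelet-rich plasma)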. hit rate 0.22% among 300,000;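 active = mean replicate score, as percent of positive control, at or above 50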
MrgX1 antagonist – antagonists of human MrgX1 receptor, primary screen, HEK293 cells, Fluo-4 calcium flux; BAM8-22 antagonism; stronger effect = lower value; hit rate 1.3% among 310,000; Mas-related G-protein coupled receptor member X1 (Homo sapiens), Q96LB2; AID 588676, 2011; B-score at 10 µM;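 active = calcium-response B-score plate-corrected more than 3 library SD below zero, starting fluorescence within 5 deviations, no agonist response on first addition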;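 note: peak minus trough fluorescence over baseline after final BAM8-22 challenge near maximal dose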
The depositor's hits bear a star; i = inactive; . = not tested or not shown.

cpd	Compound	TRPC4 inh	MrgX1 antagonist	RGS4 act	HIF activator	MrgX1 ag	Platelet DG rel	MrgX1 allo act	TRPC6 inh	RGS4 block	SKKanGAS inh	TRPC6 act
1	C=CCn1c(N2CCN(c3ccc(OC)cc3)CC2)nc2c1c(=O)n(C)c(=O)n2C	i	i	i	-0.8	i	5	i	i	i	-5	i
2	Clc1cccc(Cl)c1OCCOCCNCc1ccccc1	i	i	i	1.7	i	-1	i	i	i	1	i
3	CCCCc1ccc(NC(=O)c2ccc(NS(C)(=O)=O)cc2)cc1	i	i	i	0.3	i	-2	i	i	i	6	i
4	COC(=O)c1ccc(OCC(=O)c2ccc(O)cc2O)cc1	i	i	i	0.4	i	1	i	i	i	8	i
5	Cc1c(C(=O)N(CC(C)C)c2c(N)n(Cc3ccccc3)c(=O)[nH]c2=O)sc2nc3n(c(=O)c12)CCC3	i	i	i	1.3	i	-4	i	i	i	-1	i
6	O=C(CSc1n[nH]c(-c2ccco2)n1)N1c2ccccc2Sc2ccccc21	i	i	i	-0.2	i	-9	i	i	i	-7	i
7	COc1ccc2c(c1)c1ncn(CCN3CCNCC3)c(=O)c1n2C	i	i	i	-0.1	i	3	i	i	i	-3	i
8	Cc1c(Cl)cnc(NC(=O)COC(=O)c2ccc3c(c2)OCO3)c1Cl	i	i	i	0.1	i	6	i	i	i	2	i
9	CN1CCN(C(=O)C(C(=O)c2ccc(F)cc2)n2ccccc2=O)CC1 (stereo not drawn)	i	i	i	2.1	i	-1	i	i	i	-3	i
10	CSc1ccc(CN(C)C(=O)CSCC(=O)Nc2ccc(C)cc2)cc1	i	i	i	-0.1	i	1	i	i	i	-7	i
11	Cc1c(/C=N/NC(=O)CNc2ccccc2)c2ccccn2c1C(=O)c1ccc(Cl)cc1	i	i	i	-0.4	i	-10	i	i	15*	23	i
12	COc1cc(NCc2ccccc2O)c2ncccc2c1	i	.	i	0.3	.	3	.	i	i	-1	i
13	Cc1ccc(C)c(N2CCN(C(=O)CCC(=O)Nc3nnc(CC(C)C)s3)CC2)c1	i	i	i	0.6	i	3	i	i	i	1	i
14	CC(=O)N1CCN2C(=O)C1CCCC(=O)c1cc(C)ccc12 (stereo not drawn)	i	i	i	-0.8	i	15	i	i	i	-4	i
15	c1ccc(Nc2ccccc2Nc2ccccn2)nc1	i	-4.7*	i	0.2	i	1	i	i	i	-11	i
16	Cc1cc(C(=O)Nc2ccccc2N2CCCCC2)no1	i	i	i	-0.6	i	1	i	i	i	-3	i
17	Cc1ccc2nc(Nc3ccccc3O)nc(-c3ccccc3)c2c1	i	i	i	0.3	i	2	i	i	i	-2	i
18	O=C(NCCCn1ccnc1)c1cc(Cl)cc(Cl)c1	i	i	i	-0.4	i	13	i	i	i	-1	i
19	O=C(COc1ccc(Cl)cc1Cl)N1CCCN(C(=O)COc2ccc(Cl)cc2Cl)CC1	i	i	i	-0.1	i	4	i	i	i	30	i
20	Cc1oc(-c2cc(F)ccc2F)nc1CN1CCCN(C(=O)c2ccco2)CC1	i	i	i	-0.4	i	0	i	i	i	-6	i
21	Cc1ccc(S(=O)(=O)NNC(=O)c2sc(NS(=O)(=O)c3ccccc3)nc2C)cc1	i	i	i	-0.3	i	5	i	i	i	-1	i
22	C=CCN1C(=O)C2(OCCCO2)c2cc(CCCC)ccc21	i	i	i	0.5	i	-6	i	i	i	-1	i
23	CCC(=O)N(CC)c1nc(-c2cc(OC)ccc2OC)cs1	i	i	i	0.1	i	-5	i	i	i	-12	i
24	O=C(NCC1CCN(Cc2ccc(F)cc2)CC1)C1CCCN(c2ncnc3c2nc2n3CCCCC2)C1 (stereo not drawn)	i	i	i	-0.4	i	0	i	i	i	-6	i
25	O=C(NCc1ccncc1)c1cccc(S(=O)(=O)Nc2ccc(SC(F)F)cc2)c1	i	i	i	0.6	i	-9	i	i	i	-10	i
26	O=C(c1ccco1)N1CCN(C(=O)C2CC(=O)N(c3ccc(Cl)cc3)C2)CC1 (stereo not drawn)	i	i	i	-0.6	i	1	i	i	i	-1	i
27	O=C1Nc2ccc(Br)cc2C1(O)c1ccccc1 (stereo not drawn)	i	i	i	2.4	i	-6	i	i	i	5	i
28	Cc1ccc(S(=O)(=O)NCc2ccccc2)cc1C(=O)N1CCCC(C(F)(F)F)C1 (stereo not drawn)	i	i	i	0.7	i	-10	i	i	i	-1	i
29	Cc1nonc1NC(=O)c1ccccc1Br	i	i	i	-0.3	i	-9	i	i	i	-8	i
30	O=C(NNS(=O)(=O)c1ccc([N+](=O)[O-])cc1)c1ccc2ccccc2c1O	i	i	i	.	i	.	i	i	i	.	i
31	CC(=O)Nc1ccc(C(=O)COC(=O)CCN2C(=O)C3CC=CCC3C2=O)cc1 (stereo not drawn)	i	i	i	-0.4	i	11	i	i	i	4	i
32	COc1cc(OC)c(C(=O)OCC(=O)Nc2cc(C)on2)cc1OC	i	i	i	0.0	i	-3	i	i	i	-5	i
33	O=C(Cn1c(-c2cscn2)nc2ccccc21)Nc1cc(F)ccc1F	i	i	i	.	i	0	i	i	i	3	i
34	COc1ccc2[nH]c(C(=O)Nc3ccc4c(c3)OCO4)cc2c1	i	i	i	4.3	i	2	i	i	i	21	i
35	CN(CCc1ccccn1)C(=O)CCC1CCCN(C(=O)c2ccsc2)C1 (stereo not drawn)	i	i	i	-0.3	i	2	i	i	i	-2	i
36	Cc1ccc(C2=NS(=O)(=O)N(C)C(C(=O)NCc3ccc(F)cc3)=C2)cc1	i	i	i	0.7	i	-9	i	i	i	13	i
37	Cc1cccc(-n2nnnc2SCc2csc(-c3ccccc3)n2)c1	i	i	i	-0.3	i	9	i	i	i	5	i
38	Nc1nccnc1C(=O)OCC(=O)C12CC3CC(CC(C3)C1)C2	i	i	i	0.0	i	-10	i	i	i	-6	i
39	Cc1ccc(C(=O)Nc2ccc(C)c(S(=O)(=O)N(C)C)c2)s1	i	i	i	2.4	i	-17	i	i	i	0	i
40	O=C(CNC(=O)c1ccc(Cl)cc1)NCC(F)(F)F	i	i	i	-1.9	i	9	i	i	i	3	i
41	CCn1c(=O)cc(SCC(=O)NCCC2=CCCCC2)c2ccccc21	i	i	i	-0.3	i	-9	i	i	i	-17	i
42	CC(C)OP(=O)(OC(C)C)C1(NS(=O)(=O)c2ccc(Cl)cc2)C=C(Cl)C(=O)C(Cl)=C1	i	i	i	-0.4	i	-8	i	i	i	12	i
43	S=C1NNC2(CC3CC2C2CCCC32)NN1 (stereo not drawn)	i	i	i	0.0	i	1	i	i	i	21	i
44	CC(=O)N1CCN(C(=O)C2(NC(=O)Nc3ccccc3Cl)CCCCC2)CC1	i	i	i	0.1	i	11	i	i	i	3	i
45	Cc1ccc(N2CC(C(=O)NCCC3=CCCCC3)CC2=O)cc1 (stereo not drawn)	i	i	i	-53	i	-10	i	i	i	17	i
46	COc1ccccc1/C=C/C(=O)OCC(=O)NCCC1=CCCCC1	i	i	i	-0.7	i	-2	i	i	i	8	i
47	CN(C)S(=O)(=O)c1ccc(C(=O)OCCn2cnc3c2c(=O)n(C)c(=O)n3C)cc1	i	i	i	.	i	.	i	i	i	.	i
48	Cc1ccccc1N1CCN(C2CCCN(C(=O)c3ccnn3C)C2)CC1 (stereo not drawn)	i	i	i	0.1	i	-21	i	i	i	31	i
49	COc1ccc(C)cc1N(C(=O)CNC(=O)c1ccco1)C(C(=O)NC1CCCC1)c1cccnc1 (stereo not drawn)	i	i	i	-0.2	i	5	i	i	i	-1	i
50	Cn1nccc1C(=O)NC(=S)Nc1sc2c(c1C#N)CCCCC2	i	i	i	2.3	i	-3	i	i	i	3	i
51	Cc1ccc(NC(=O)COc2cccc(-n3cnnn3)c2)cc1[N+](=O)[O-]	i	i	i	0.2	i	-6	i	i	i	-1	i
52	NC(=O)CSc1n[nH]c(-c2ccco2)n1	i	i	i	-0.2	i	8	i	i	i	9	i
53	COc1ccc(-c2cc(C(F)F)n3ncc(C(=O)NCC4CCCO4)c3n2)cc1 (stereo not drawn)	i	i	i	-0.3	i	1	i	i	i	-1	i
54	CC1(C)N=C(N)NC(Nc2ccccc2Cl)=N1	i	i	i	0.2	i	-3	i	i	i	-3	i
55	Cc1cc(C)c(S(=O)(=O)Nc2ccc(O)c(Sc3ncn[nH]3)c2)c(C)c1	i	i	i	0.3	i	7	i	i	i	-2	i
56	CNC(=O)COC(=O)c1cc(NC(=O)c2ccco2)c(OC)c(OC)c1	i	i	i	-0.3	i	6	i	i	i	-5	i

(more compounds)
cpd	Compound	TRPC4 inh	MrgX1 antagonist	RGS4 act	HIF activator	MrgX1 ag	Platelet DG rel	MrgX1 allo act	TRPC6 inh	RGS4 block	SKKanGAS inh	TRPC6 act
57	CCCOc1ccc(C(CC(=O)O)NC(=O)CC(c2ccccc2)c2ccccc2)cc1 (stereo not drawn)	i	i	i	0.1	i	-6	i	i	i	-12	i
58	C=CCNC(=S)Nc1cccc2ccccc12	i	i	i	0.0	i	-1	i	i	i	-1	i
59	COc1ccc(NC(=O)C2CCCN(C(=O)NC3CCCCC3)C2)cc1OC (stereo not drawn)	i	i	i	0.0	i	1	i	i	i	-13	i
60	Clc1cccc(-c2nnc(-c3ccccc3)o2)c1	i	i	i	0.7	i	-6	i	i	i	0	i
61	CCCn1c(NC(=S)Nc2ccccc2)nc2ccccc21	i	i	i	0.2	i	-4	i	i	i	4	i
62	CCn1cc(C(=O)N2CCc3ccccc3C2)c(=O)c2cc(S(=O)(=O)N3CCCCC3)ccc21	i	i	i	-0.4	i	0	i	i	i	7	i

From PubChem
